# Screening data: PubChem BioAssay, National Center for Advancing Translational Sciences (NCATS)
# Sm TGR inh = qHTS Assay for the Inhibitors of Schistosoma Mansoni Peroxiredoxins; Schistosoma mansoni thioredoxin glutathione reductase (TGR), Q962Y6; purified TGR, DTNB reduction, TNB absorbance 405 nm; Potency, µM (titrated, usually from 114 µM), without a hit: at the highest dose activity change, negative = inhibition, usual class: inhibitors; 360,000 compounds, 3% hits; further: potency means the concentration at half of the fitted maximal effect; on the % scale 0 is the no-effect control and ±100 the full control effect; nearly all actives have a fitted effect of over 60% in size
#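 TGR 20 nM + NADPH 100 uM (dispensed conc.), cpd preinc 15 min RT; start with NADPH (500 uM addition) then DTNB (15 mM addition). Kinetic TNB absorbance, 405 nm filter. Four-parameter Hill fit across titration.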
# Giardia FBPA inh = qHTS Assay for Inhibitors of Fructose-1,6-bisphosphate Aldolase from Giardia Lamblia; 290,000 compounds, 0.71% hits; Potency, µM (series often up to 59.6 µM), for the others: top-dose activity, negative = inhibition, hits mostly inhibitors; A8B2U2; AID 2451, 2010; purified Giardia FBPA; further: potency means the concentration at half of the fitted maximal effect; on the % scale 0 is the no-effect control and ±100 the full control effect; nearly all actives have a fitted effect of over 55% in size
# Target sequence (A8B2U2 whole entry, looked up): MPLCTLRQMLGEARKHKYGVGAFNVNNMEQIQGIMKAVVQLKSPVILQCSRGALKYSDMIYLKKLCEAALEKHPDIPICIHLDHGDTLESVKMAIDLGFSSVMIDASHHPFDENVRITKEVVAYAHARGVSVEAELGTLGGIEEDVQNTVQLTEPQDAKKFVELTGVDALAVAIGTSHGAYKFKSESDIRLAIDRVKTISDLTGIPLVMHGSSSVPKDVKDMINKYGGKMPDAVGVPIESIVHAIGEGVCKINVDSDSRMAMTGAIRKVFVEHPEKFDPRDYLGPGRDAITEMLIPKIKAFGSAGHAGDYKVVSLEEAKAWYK
#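 Giardia FBPA (40 nM reagent) was preincubated 10 min at RT with compound (up to 57.5 uM final), then substrate plus GAPDH/TPI/NAD/arsenate coupling system with diaphorase/resazurin was added; resorufin fluorescence (525/598 nm) was read after 20 min.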
# CHX counter = Cycloheximide Counterscreen for Small Molecule Inhibitors of Shiga Toxin; cell reporter, cycloheximide protein synthesis inhibition counterscreen; 300,000 compounds, 12% hits; max response, %; in the data active means max response mostly above about 13%, no sharp cut-off; inactive means mostly below about 14%; further: read at 38.3 µM for the half of the compounds with a filed dose; 0% is about no effect
# Pf growth 48h = Primary qHTS for delayed death inhibitors of the malarial parasite plastid, 48 hour incubation. P. falciparum luciferase growth in erythrocytes, 48 h. Potency, µM (top dose mostly 28.7 µM), inactives show at the top dose activity change, negative = inhibition, most hits filed as inhibitors. 310,000 compounds, 5.9% hits; further: potency means the concentration at half of the fitted maximal effect; on the % scale 0 is the no-effect control and ±100 the full control effect
#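 First compound was added to culture medium, then infected red cells at 0.1% parasitemia and 2% hematocrit (final). After incubation at 37 C under 5% CO2, luciferase detection reagent was dispensed and light output recorded.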
# Shiga inhibitor = A qHTS for Small Molecule Inhibitors of Shiga Toxin; Vero cells, Shiga toxin protein synthesis inhibition reporter; inhibition, % at 38.7 µM; 290,000 compounds, 9.2% hits; AID 2315, 2010; in the data active means inhibition mostly above about 28%, no sharp cut-off; inactive means mostly below about 43%; further: 0% is about no effect
# Pf growth 96h = Primary qHTS for delayed death inhibitors of the malarial parasite plastid, 96 hour incubation; 320,000 compounds, 6.9% hits; Potency, µM (series often up to 28.7 µM), for the others: top-dose activity change, negative = inhibition, actives largely listed as inhibitors; P. falciparum luciferase reporter growth, 96 h; further: potency means the concentration at half of the fitted maximal effect; on the % scale 0 is the no-effect control and ±100 the full control effect
#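 Readout is luminescence from an integrated firefly luciferase in P. falciparum. Red cells, 2% hematocrit and 0.05% parasitemia final, were cultured with compound through two parasite generations (96 hours) at 37 C, 5% CO2.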
# The depositor's hits bear a star; ? = inconclusive; . = no result given; [ ] = dose if it differs, or a comment. Unless noted, the call rests on the fitted dose curve; in most records, active means well fitted curve in the direction sought with a large enough effect; inconclusive means small, poorly fitted or top-dose-only effect, or another doubt; inactive means no such curve, though single readings can be large; an effect the other way counts as inactive or inconclusive.
SMILES,Sm TGR inh,Giardia FBPA inh,CHX counter,Pf growth 48h,Shiga inhibitor,Pf growth 96h
CC1CCCC(C)N1C(=O)COC(=O)c1cc(Br)ccc1Cl (configuration not stated),0%,0%,1,3%,-6,?
Cc1nc2ccc(NC(=O)c3ccco3)cc2s1,2%,-8%,34*,27%,104*,101%[activator]
CCc1ccc(N(C(=O)c2csnn2)C(C(=O)NC2CCCC2)c2cccnc2)cc1 (configuration not stated),-16%,0%,-5,?,-4,?
Cc1cc(C)c(S(=O)(=O)c2cccc(Cl)c2)c(=O)[nH]1,19%,7%,-2,.,23,-11%
Cn1c(-c2ccc(F)cc2)cnc1NCc1cc2c(cc1[N+](=O)[O-])OCO2,-4%,?,33*,12µM*,28,40%[activator]
Cc1nonc1C1CCCN1Cc1cn[nH]c1-c1ccc(-c2ccccc2)cc1 (configuration not stated),11%,-9%,11,-17%,20,?
COc1ccc(C)cc1NC(=O)COC(=O)c1ccc(OCc2ccc(Cl)cc2Cl)c(OC)c1,1%,14%,-3,10%,-1,19%
CCCOc1cc(C)c(S(=O)(=O)N2CCN(C)CC2)cc1C,?,10%,-1,9%,11,.
CCc1nnc(NC(=O)CCNC(=O)c2ccco2)s1,-22%,-10%,-3,?,17,3%
COc1ccc(CC(NC(C)=O)C(=O)NC2CCN(C(=O)C3CCCCC3)CC2)c(OC)c1 (configuration not stated),-26%,-21%,-5,12%,-9,35%[activator]
O=S(=O)(Nc1cccc2c1CCCC2)c1ccc(Cl)cc1,-9%,-22%,3,15%,-6,?
COc1cc(C(=O)Nc2ccc(C(N)=O)cc2)c([N+](=O)[O-])cc1OC,4%,1%,11,28%,-7,19%
O=C1/C(=C\c2ccc(O)c(O)c2)Oc2c1ccc(O[C@@H]1O[C@H](CO)[C@@H](O)[C@H](O)[C@H]1O)c2O,.,-24%,10,.,2,.
COc1cccc(NC(=O)c2cccc(C(=O)Nc3cccc(OC)c3)c2)c1,0%,0%,7,70%[activator],1,-26%
CC1(C)SC(=S)N(/N=C/c2ccc(O)cc2)C1N(O)C(=O)Nc1ccc([N+](=O)[O-])cc1 (configuration not stated),8%,-14%,-3,?,29,?
COc1ccc(OC)c(NC(=O)c2oc3ccccc3c2NC(=O)C2CC2)c1,-12%,1%,-1,13%,-6,55%[activator]
Cc1cc(C(=O)CSc2cccc[n+]2[O-])c(C)n1-c1ccccc1,-9%,1%,47*,359%[activator],85*,-55%
CC(=O)c1ccccc1NC(=O)C1CC(=O)N(c2ccc3c(c2)OCCO3)C1 (configuration not stated),-4%,.,.,-4%,.,-16%
COc1ccc(/C=C/c2cc(C(=O)O)c3ccccc3n2)cc1,-2%,-25%,15*,?,-12,?
Cc1cccc2c3c(ccc12)C1=C(C(=O)C3=O)[C@@H](C)CO1,.,7.1µM*,29,.,19,.

# Random excerpt: 3 entries already listed.
SMILES,Sm TGR inh,Giardia FBPA inh,CHX counter,Pf growth 48h,Shiga inhibitor,Pf growth 96h
Cc1cc(C(=O)CSc2cccc[n+]2[O-])c(C)n1-c1ccccc1,-9%,1%,47*,359%[activator],85*,-55%
CC1CCCC(C)N1C(=O)COC(=O)c1cc(Br)ccc1Cl (configuration not stated),0%,0%,1,3%,-6,?
Cc1nonc1C1CCCN1Cc1cn[nH]c1-c1ccc(-c2ccccc2)cc1 (configuration not stated),11%,-9%,11,-17%,20,?

# Record cards, from the list above.
# O=C1/C(=C\c2ccc(O)c(O)c2)Oc2c1ccc(O[C@@H]1O[C@H](CO)[C@@H](O)[C@H](O)[C@H]1O)c2O is listed as Sm TGR inh: .; Giardia FBPA inh: -24%; CHX counter: 10; Pf growth 48h: .; Shiga inhibitor: 2; Pf growth 96h: .
# CC1CCCC(C)N1C(=O)COC(=O)c1cc(Br)ccc1Cl (configuration not stated) is listed as Sm TGR inh: 0%; Giardia FBPA inh: 0%; CHX counter: 1; Pf growth 48h: 3%; Shiga inhibitor: -6; Pf growth 96h: ?

# Following part
SMILES,Sm TGR inh,Giardia FBPA inh,CHX counter,Pf growth 48h,Shiga inhibitor,Pf growth 96h
O=C(N/N=C/c1ccc(OC(=O)c2ccccc2Cl)cc1)c1ccc(O)cc1,3%,.,-3,22%,-18,?
COc1ccccc1CNC(=O)C1CC(c2cccc([N+](=O)[O-])c2)=NO1 (configuration not stated),-7%,6%,11,20%,24,42%[activator]
CCOc1cc(/C=C2/C(=N)N3C(=NC2=O)SN=C3S(C)(=O)=O)ccc1OS(=O)(=O)c1ccccc1,-10%,.,-1,-7%,-2,?
COc1ccc(NC(=S)Nn2cnnc2)c(OC)c1,8%,.,1,-18%,-15,?
c1ccc(C2c3[nH]c4ccccc4c3CCN2Cc2cccn2-c2ccccn2)nc1 (configuration not stated),50µM*,-14%,4,?,31,?
CC(=O)Nc1cccc(NC(=O)C(C)N2c3cccc4cccc(c34)S2(=O)=O)c1 (configuration not stated),-4%,6%,-4,2%,10,1%
O=C(COC(=O)c1ccc(S(=O)(=O)NCc2ccco2)cc1)NC1CCCCCC1,-30%,3%,1,.,-1,24%
N#Cc1ccccc1CSc1nc2ncc(Br)cc2[nH]1,-27%,-20%,0,-10%,15,9%
O=C(O)CN1CCN(CC(=O)O)CCN(CC(=O)O)CCN(CC(=O)O)CC1,0%,.,.,23%,.,-1%
Cc1ccc(NC(=S)/C(=C(\[O-])c2ccc(Cl)s2)[n+]2cccc(CO)c2)cc1C,?,-27%,40*,25%,68*,?
O=C(COC(=O)c1cccs1)Nc1cccc(Cl)c1,0%,.,.,3%,.,30%[activator]
CCOc1ccc(-n2c(-c3cccs3)nc3ccccc3c2=O)cc1,29%,-3%,-4,1%,17,9.3µM*
CC1(C)CC(=O)C2=C(C1)OC1=C(C(=O)CC(C)(C)C1)C2c1ccc(O)cc1O,22µM*,-11%,-10,12µM*,-15,10µM*
O=S(=O)(c1ccccc1)c1nc(Cc2ccccc2)oc1N1CCOCC1,2µM*,1%,-5,3%,-8,?
COc1ccc(/C=N/NC(=O)c2cc(C)oc2C)cc1OCc1ccccc1,5%,-3%,12*,-15%,32,-16%
COc1ccc(-n2c(SCC(=O)N/N=C(\C)c3cccnc3)nc3ccccc3c2=O)cc1,-4%,1%,-2,-23%,17,?
O=C(Nc1cccc(Cl)c1Cl)C1CCN(c2ncccn2)CC1,-12%,-2%,-7,-20%,-2,29%
Cc1ccc(N(CC(=O)NCc2ccc3c(c2)OCO3)S(=O)(=O)c2c(C)noc2C)cc1,-14%,3%,2,.,-11,19%
COc1ccc(C(=O)C2CCCN(Cc3nc4ccccc4nc3C)C2)cc1OC (configuration not stated),-28%,3%,-2,?,-8,?
O=[N+]([O-])C(/C=C(\Cl)[N+](=O)[O-])=C1N(Cc2ccc(Cl)nc2)CCN1Cc1ccc(Cl)nc1,-34%,-12%,7,2.3µM*,16,6.6µM*
O=S(=O)(NCCc1csc(-c2cccnc2)n1)c1ccc2c(c1)OCCO2,-2%,5%,-2,-4%,-8,?
O=C(CO/N=C\c1ccccc1)Nc1ccccc1C(=O)N1CCOCC1,-14%,7%,-2,8%,-1,-5%
O=C(c1cc(=O)c2ccccc2o1)N1CCN(c2ccccc2)CC1,9%,5%,15,6%,22,-7%
CCOC(=O)C1CCN(C(=O)c2cc3c(=O)n4ccccc4nc3n2C)CC1,.,-1%,1,1%,-4,-9%
Cc1cc(C(=O)N2CCCc3ccccc32)ccc1[N+](=O)[O-],-20%,-8%,-2,11%,-2,39%[activator]
Cc1ccc2c(CC(=O)N3CCN(c4ccccc4)CC3)coc2c1,-12%,0%,9,28%,2,62%[activator]
O=C(CBr)Nc1c2c(nn1-c1ccccc1)CSC2,35µM*,-20%,-2,10%,-5,15%
O=C(Cc1ccccc1)N1CCN(Cc2ccccn2)CC1,-12%,-22%,-2,-10%,9,.
O=S(=O)(c1ccccc1F)N1CCN(Cc2cc3c(cc2Br)OCCO3)CC1,1%,.,.,?,.,8.3µM*
COc1cc2cc(C(=O)N3CCc4ccccc4C3)[nH]c2cc1OC,1%,.,1,5%,-3,?
CC(C)c1nnc(NC(=O)c2cccnc2)s1,-6%,-21%,31*,105%[activator],29,41%[activator]
OCC1(Cc2ccccc2Cl)CCN(C/C=C/c2ccccc2)CC1,-2%,4%,-1,12µM*,-4,3%
CCOC(=O)N1CCN(C(=S)NC(=O)c2cncc(Br)c2)CC1,-7%,-27%,14,25%,42,217%[activator]
N#Cc1nc(-c2ccc(OCc3ccc(Cl)cc3)cc2)oc1N1CCC(C(N)=O)CC1,-24%[11.4 µM],0%,-2,.,-14,0%
CC1(C)C(=O)OC(C(=O)c2ccccc2)C(C)(C)C1=O (configuration not stated),1%,2%,-2,16%,13,14%
c1ccc(CNc2nc(CN3CCOCC3)nc3scc(-c4ccccc4)c23)cc1,1%,4%,-2,?,-11,?
O=C(Nc1cc(Br)c(O)c(Br)c1)c1cccc(NC(=O)c2ccco2)c1,?,6%,-4,?,.,7.4µM*
CCS(=O)(=O)c1ncc(CO)n1CCc1ccccc1,-19%,3%,0,4%,-9,?
CCCc1nnc(NC(=O)CNc2ccc(F)cc2)s1,0%,1%,-3,23%,-3,-14%
C(=N\Nc1nc(Nc2ccccc2)nc(N2CCOCC2)n1)/c1c[nH]c2ccccc12,5%,-6%,21*,?,20,?
O=C(N/N=C/c1ccc2c(c1)OCO2)c1ccc(COc2cccc3cccnc23)cc1,1%,5%,36*,?,82*,?
COc1ccc(N2CCN(c3nc4ccc(C)cn4c(=O)c3C=O)CC2)cc1,-34%,-8%,3,?,33,0%
O=C(CCCO)CCCCCCCCC[C@H]1N[C@H](CO)[C@@H](O)[C@@H]1O,13%,-5%,-2,9%,-9,-10%
Cc1nnc(SCc2ccc(F)cc2Cl)s1,15%,8%,41*,95%[activator],69*,152%[activator]
COC(=O)CS(=O)(=O)c1cc([N+](=O)[O-])ccc1NC(=O)OC,0%,-2%,-1,-6%,-12,6%
CN(c1ccc(F)cc1)S(=O)(=O)c1ccc(Cl)c(C(=O)NC2(C)CCS(=O)(=O)C2)c1 (configuration not stated),-12%,.,.,-9%,.,?
CC(=O)Nc1ccc(NC(=O)CSc2nnc(C3CC3)n2-c2ccccc2)cc1,0%,.,.,-3%,.,71%[activator]
CCCCn1c(N)c(N(CCOC)C(=O)c2cccc(S(=O)(=O)N(C)c3ccccc3)c2)c(=O)[nH]c1=O,-1%,.,.,?,.,-4%
O=C(CCN1C(=O)C2C3C=CC(C3)C2C1=O)N1CCCCC1 (configuration not stated),0%,4%,-1,?,0,?
COc1cccc2sc(=NC(=O)CS(=O)(=O)c3ccc(F)cc3)n(C)c12,-3%,.,.,27%,.,29%
CC(=O)Oc1ccc(N2C(=O)CC(N3CCOCC3)C2=O)cc1 (configuration not stated),22µM*,-1%,-5,-8%,-6,.
CCOc1ccc(-c2n[nH]c(C)c2-c2ccccn2)c(O)c1,5%,-8%,-1,6%,-3,9%
COc1nc(N2CCCCCC2)nc(N2CCCCCC2)n1,19%,9%,-3,2%,-9,-27%
COC(=O)c1cc(NS(=O)(=O)c2ccc(NC(C)=O)cc2)cc(C(=O)OC)c1,10%,6%,-3,34%[activator],-13,44%[activator]
COc1ccc(C(=O)NC(C)c2csc(C)n2)cc1OC1CCN(C(C)=O)CC1 (configuration not stated),0%,-7%,-3,7%,-2,-6%
Cc1ccc(N2C(=O)C3C4CCC(O4)C3C2=O)c(OC(F)F)c1 (configuration not stated),10%,.,.,12%,.,-2%
CN1CCN(C(=O)Cn2c(=O)oc3cc(S(=O)(=O)NCc4ccccc4)ccc32)CC1,-2%,4%,3,.,12,16%
